Assay outcomes (PubChem)
PKA-R1A act: activates the PKA-R1A holoenzyme complex. PKA-R1A dissociation, Cy5-IP20 fluorescence polarization; scaled: DMSO 0%, 113 µM cGMP 100%. P00514+P68181. 0.083% of 340,000 active. activation, % at 11.4 µM. AID 504707;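 active means percent activation above the mean of all tested compounds plus 3 SD, cut at about 19% in these data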;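 further: higher means more PKAc released from R1A so a rise in polarization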
CDK5 p35 inh: CDK5/p35 (human) kinase inhibition; Q00535+Q15078; Recombinant CDK5/p35, ADP-Glo luminescence, 60 min; inhibition, % at 10 µM; 0.01% of 330,000 active;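 active means highest replicate inhibition of at least 50% and at least 75% of replicates reaching 50%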;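 further: plate controls were DMSO neutral control for no effect and GW8510 at 10 µM for full effect; many of its hits are not listed in these tables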
HTR5A inv ag: counter-screen for OPRM1-OPRD1 inverse agonists: human HTR5A inverse agonism; P47898; HTR5A cell line, luminescence; inhibition, % at 9.3 µM; 0.083% of 340,000 active; AID 504634; in the data active means inhibition mostly above about 23%, no sharp cut-off; inactive means mostly below about 18%;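 further: 0% = cells with DMSO and 100% = no-cell wells with DMSO; some compounds called inactive have numbers as strong as hits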
DAGLB inh: blocks human DAGLB lipase activity. Q8NCG7. HEK293T DAGLB membrane lysate, EnzChek fluorogenic substrate. inhibition, % at 5.17 µM. 0.059% of 340,000 active. AID 504411; in the data active means inhibition above about 34%;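 further: 0% = enzyme with vehicle and 100% = wells lacking enzyme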
Target sequence (Q8NCG7 whole entry, looked up): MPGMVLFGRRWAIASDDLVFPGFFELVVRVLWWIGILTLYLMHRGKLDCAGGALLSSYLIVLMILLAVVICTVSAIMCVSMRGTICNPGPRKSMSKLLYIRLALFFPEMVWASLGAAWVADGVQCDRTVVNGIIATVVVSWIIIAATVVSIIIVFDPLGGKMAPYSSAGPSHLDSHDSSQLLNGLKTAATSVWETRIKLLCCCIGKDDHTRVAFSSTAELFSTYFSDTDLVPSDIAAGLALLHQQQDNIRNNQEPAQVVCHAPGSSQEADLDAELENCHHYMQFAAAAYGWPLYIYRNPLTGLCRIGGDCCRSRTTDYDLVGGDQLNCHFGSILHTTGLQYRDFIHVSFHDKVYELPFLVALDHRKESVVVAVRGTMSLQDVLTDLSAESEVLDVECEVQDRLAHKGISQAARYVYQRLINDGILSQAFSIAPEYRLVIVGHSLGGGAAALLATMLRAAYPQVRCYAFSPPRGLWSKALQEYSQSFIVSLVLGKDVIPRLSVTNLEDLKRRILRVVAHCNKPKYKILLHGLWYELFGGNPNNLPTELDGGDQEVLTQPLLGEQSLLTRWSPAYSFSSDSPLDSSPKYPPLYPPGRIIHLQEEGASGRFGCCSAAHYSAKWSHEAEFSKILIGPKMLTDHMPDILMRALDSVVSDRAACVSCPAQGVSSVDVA
phage Ecoli inh: E. coli growth loss with phage present | growth absorbance | inhibition, % at 11.9 µM | 0.26% of 360,000 active | AID 651602; in the data active means inhibition above about 11%
PKA-R2B activ: activates the human PKA-R2B holoenzyme complex. P22694+P31323. 0.079% of 340,000 active. AID 504700. activation, % at 11.4 µM. PKA-R2B holoenzyme dissociation, Cy5-IP20 fluorescence polarization; R2B truncated from residue 108, S112A mutant; 0% DMSO only, 100% 113 µM cGMP;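 active means activation above a cutoff set at the mean over all compounds plus 3 SD, cut at about 18% in these data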;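 further: higher means more holoenzyme dissociation and a rise in polarization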
Target sequence (P31323 whole entry, looked up, other chains not shown, the tested form may be a part): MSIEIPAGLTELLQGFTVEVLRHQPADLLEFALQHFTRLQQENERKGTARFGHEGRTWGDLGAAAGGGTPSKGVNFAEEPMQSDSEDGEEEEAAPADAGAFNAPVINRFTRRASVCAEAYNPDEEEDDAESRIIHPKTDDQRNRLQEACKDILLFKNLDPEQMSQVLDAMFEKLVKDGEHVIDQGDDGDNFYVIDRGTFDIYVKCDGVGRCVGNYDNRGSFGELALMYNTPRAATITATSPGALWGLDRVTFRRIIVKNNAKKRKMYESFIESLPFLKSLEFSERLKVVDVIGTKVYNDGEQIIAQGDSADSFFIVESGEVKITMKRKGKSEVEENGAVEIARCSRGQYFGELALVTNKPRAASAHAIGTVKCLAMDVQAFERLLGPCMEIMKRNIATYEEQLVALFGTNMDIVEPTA
E coli growth: reduces bacterial viability in AddAB counter-screen; E. coli V3065 growth, OD600 absorbance, 18 h; inhibition, % at 11.9 µM; 0.27% of 330,000 active;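 active means inhibition above the campaign's mean inhibition across all tested compounds plus 3 SD, cut at about 9.9% in these data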;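 further: uninfected addAB+ strain grown without phage in ampicillin broth; 0% = DMSO wells and 100% = ciprofloxacin 0.95 µg/ml wells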
HTR5A ag ctr: counter-screen for OPRM1-OPRD1 agonists: human HTR5A agonism. P47898. activation, % at 9.3 µM. 0.61% of 340,000 active. AID 504692. HTR5A agonist assay, luminescence, cell-based; in the data active means activation mostly above about 9.5%, no sharp cut-off; inactive means mostly below about 7.6%;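 further: 0% = cells with vehicle only and 100% = reference agonist; strong numbers were not always called active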
Mot1-301 SUMO: blocks SUMOylation pathway, rescuing yeast Mot1-301 growth | S. cerevisiae Mot1-301 growth rescue, ATP luminescence, 38.5C; percent above DMSO median, 100 means doubled | growth rescue, % at 18.8 µM | 1% of 320,000 active | AID 2716;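 active means every valid replicate shows activation above 250% relative to neutral control wells; inactive means the rest, any valid replicate at or below 250%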;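 further: OY570 slx delta 5 strain wells were the positive control but not used for scaling; some compounds called inactive have numbers as strong as hits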
AddAB inh: less growth of phage-infected E. coli with AddAB | E. coli expressing H. pylori AddAB, absorbance growth | inhibition, % at 11.9 µM | 0.29% of 330,000 active; in the data active means inhibition above about 12%;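 further: 0% = vehicle wells of infected cells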
Tat export inh: E. coli Tat transport inhibition; inhibition, % at 10 µM; 0.036% of 340,000 active; E. coli MC4100 TorA-mCherry Tat export, fluorescence;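 active means mean replicate inhibition at least 50% and at least half of replicates individually reaching 50%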;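 further: exported cargo escapes ClpAP degradation while cytoplasmic cargo is degraded and loses fluorescence; 0% = median of neutral control wells and 100% = median of NaSCN control wells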
* hit, by the source's call.

`CC(C)(C)C(=O)Nc1cc(S(=O)(=O)Nc2ccc(Cl)cc2)ccc1Cl` gave PKA-R1A act -2, HTR5A inv ag -10, DAGLB inh -7, phage Ecoli inh 3.4, PKA-R2B activ -14, E coli growth 0.1, HTR5A ag ctr 3, Mot1-301 SUMO -6, AddAB inh -0.2 and Tat export inh -6.
`CCOC(=O)N1CCC(NC(=O)C(Cc2ccccc2)NC(=O)c2ccco2)CC1` (stereo not given) gave PKA-R1A act -1, CDK5 p35 inh -1.2, HTR5A inv ag 6, DAGLB inh -1, phage Ecoli inh 2.1, PKA-R2B activ -1, E coli growth 0.0, HTR5A ag ctr -2, Mot1-301 SUMO -12, AddAB inh -0.9 and Tat export inh 3.
For CCN(CC)S(=O)(=O)c1cccc(NC(=S)NC(=O)/C=C/c2ccc(S(=O)(=O)N3CCOCC3)cc2)c1 the results were PKA-R1A act -13, CDK5 p35 inh 1.6, HTR5A inv ag -25, DAGLB inh 1, phage Ecoli inh 2.6, PKA-R2B activ -5, E coli growth 1.4, HTR5A ag ctr -2, Mot1-301 SUMO 1, AddAB inh 1.7 and Tat export inh 3.
`COCCn1c(N)c(N(Cc2ccccc2)C(=O)c2ccc(C#N)cc2)c(=O)[nH]c1=O` gave PKA-R1A act 3, CDK5 p35 inh 1.7, HTR5A inv ag -33, DAGLB inh 0, phage Ecoli inh 0.0, PKA-R2B activ -5, E coli growth 0.9, HTR5A ag ctr -1, Mot1-301 SUMO -5, AddAB inh -0.7 and Tat export inh -9.
`O=C1/C(=C/c2cccnc2)SC(=S)N1CCc1ccccc1` gave PKA-R1A act -5, CDK5 p35 inh -0.6, HTR5A inv ag -12, DAGLB inh -12, phage Ecoli inh 0.7, PKA-R2B activ 12, E coli growth -0.3, HTR5A ag ctr 1, Mot1-301 SUMO -10, AddAB inh 3.3 and Tat export inh -7.
For C[C@@H]1CN([C@H](C)CO)C(=O)Cc2cc(NS(=O)(=O)c3ccc(Cl)cc3)ccc2O[C@H]1CN(C)Cc1ccc(C(F)(F)F)cc1 the results were PKA-R1A act 6, CDK5 p35 inh -0.5, HTR5A inv ag -34, DAGLB inh -13, PKA-R2B activ -1, E coli growth -0.1, HTR5A ag ctr 9, Mot1-301 SUMO 1, AddAB inh 0.2 and Tat export inh -1.
Screening CCOCCCNC(=O)c1c(C)c(C(=O)OCC)n(C)c1C returned PKA-R1A act -2, CDK5 p35 inh 1.2, HTR5A inv ag -9, DAGLB inh -4, phage Ecoli inh 1.9, PKA-R2B activ -12, E coli growth -2.7, HTR5A ag ctr 0, Mot1-301 SUMO 5, AddAB inh -0.9 and Tat export inh 2.
For O=P(Cc1nnco1)(c1ccccc1)c1ccccc1 the results were PKA-R1A act -16, CDK5 p35 inh 0.6, HTR5A inv ag -16, DAGLB inh -2, phage Ecoli inh 2.0, PKA-R2B activ 6, E coli growth 1.4, HTR5A ag ctr 6, Mot1-301 SUMO 340*, AddAB inh -0.5 and Tat export inh 2.
`C/C=C\C=C/C(=O)Nc1cccc(C2=NOC3(C2)C[C@@H](C(N)=O)N(C(=O)[C@H]2CCC(=O)N2)C3)c1` (stereo not given in full) gave PKA-R1A act -4, CDK5 p35 inh -0.5, HTR5A inv ag -10, DAGLB inh -5, PKA-R2B activ -5, E coli growth 0.7, HTR5A ag ctr 4, Mot1-301 SUMO -12, AddAB inh 2.0 and Tat export inh -18.
For Cc1ccccc1Oc1ncnc2oc(-c3ccccc3)cc12 the results were PKA-R1A act -2, CDK5 p35 inh 0.8, HTR5A inv ag 5, DAGLB inh -17, phage Ecoli inh 4.2, PKA-R2B activ -2, E coli growth 0.4, HTR5A ag ctr -2, Mot1-301 SUMO 27, AddAB inh 2.7 and Tat export inh -3.
For COc1ccc(C(C(=O)NCCC(C)C)N(CCO)C(=O)c2snc(C(N)=O)c2N)cc1OC (stereo not given) the results were PKA-R1A act -8, CDK5 p35 inh -0.1, HTR5A inv ag -8, DAGLB inh 1, phage Ecoli inh 3.8, PKA-R2B activ -4, E coli growth -0.2, HTR5A ag ctr 3, Mot1-301 SUMO -6, AddAB inh 3.0 and Tat export inh -2.
COc1ccc(OC)c(NC(=O)CSc2nc3[nH]c(=O)[nH]c(=O)c3s2)c1 was read as PKA-R1A act -2, CDK5 p35 inh 0.3, HTR5A inv ag 0, DAGLB inh 2, phage Ecoli inh 1.9, PKA-R2B activ 8, HTR5A ag ctr 0 and Tat export inh -1.
S=c1[nH]nc(-c2cc(-c3ccccn3)nc3ccccc23)o1 was read as PKA-R1A act -3, CDK5 p35 inh -0.9, HTR5A inv ag -5, DAGLB inh 8, phage Ecoli inh 0.2, PKA-R2B activ -3, E coli growth 1.5, HTR5A ag ctr 2, Mot1-301 SUMO 13, AddAB inh 0.6 and Tat export inh 4.
Screening CCC(C)NC(=O)CCc1nnc2ccc(N3CCC(C)CC3)nn12 (stereo not given) returned PKA-R1A act -1, CDK5 p35 inh -0.8, HTR5A inv ag -15, DAGLB inh 0, phage Ecoli inh -0.2, PKA-R2B activ 2, E coli growth 0.0, HTR5A ag ctr 4, Mot1-301 SUMO -17, AddAB inh 0.7 and Tat export inh 12.
COC(=O)C1=C(C)NC(=O)/C1=C\c1cc(C)n(-c2ccccc2)c1C was read as PKA-R1A act -1, CDK5 p35 inh -0.2, HTR5A inv ag -3, DAGLB inh 3, phage Ecoli inh 3.4, PKA-R2B activ 2, E coli growth 0.7, HTR5A ag ctr 1, Mot1-301 SUMO -16, AddAB inh 5.7 and Tat export inh 3.
For CCc1ccc(NS(=O)(=O)c2ccc3[nH]cc(C(=O)NCC4CCCO4)c(=O)c3c2)cc1 (stereo not given) the results were PKA-R1A act 5, CDK5 p35 inh 2.4, HTR5A inv ag 20, DAGLB inh 5, phage Ecoli inh 0.5, PKA-R2B activ -6, E coli growth -0.9, HTR5A ag ctr 1, AddAB inh -0.3 and Tat export inh 5.
Screening COc1cc(/C=C(/C#N)c2nc3ccccc3[nH]2)ccc1OCC(=O)Nc1ccccc1C(C)C returned PKA-R1A act 0, CDK5 p35 inh -3.8, HTR5A inv ag 0, DAGLB inh 3, phage Ecoli inh 0.7, PKA-R2B activ -6, E coli growth -2.4, HTR5A ag ctr -1, Mot1-301 SUMO -7, AddAB inh 2.4 and Tat export inh 1.
Screening Cc1ccc(N2C(=O)CC(Nc3ccc(Cl)c(S(=O)(=O)N(C)C)c3)C2=O)c(C)c1 (stereo not given) returned PKA-R1A act -1, CDK5 p35 inh -2.9, HTR5A inv ag -7, DAGLB inh -5, phage Ecoli inh 1.6, PKA-R2B activ -3, E coli growth -0.7, HTR5A ag ctr 2, Mot1-301 SUMO -14, AddAB inh 1.6 and Tat export inh 3.
`CC1CCN(CC2C(=O)O[C@@H]3C[C@@]4(C)CCC[C@H](C)C4=C[C@H]23)CC(C)(C)C1` (stereo not given in full) gave PKA-R1A act 1, CDK5 p35 inh -4.2, HTR5A inv ag 0, DAGLB inh -6, phage Ecoli inh 1.1, PKA-R2B activ -1, E coli growth 0.5, HTR5A ag ctr 0, Mot1-301 SUMO 18, AddAB inh -2.3 and Tat export inh -9.
O=C(O)/C=C\C(=O)NC1CCCCC1 was read as PKA-R1A act -8, CDK5 p35 inh 0.6, HTR5A inv ag -7, DAGLB inh 0, phage Ecoli inh 5.4, PKA-R2B activ -1, E coli growth -0.4, HTR5A ag ctr -2, Mot1-301 SUMO 509*, AddAB inh -1.1 and Tat export inh -3.
`COc1ccc(C2CC(=O)n3nc(C45CC6CC(CC(C6)C4)C5)nc3S2)cc1OC` (stereo not given) gave PKA-R1A act -8, CDK5 p35 inh 0.5, HTR5A inv ag -6, DAGLB inh 2, phage Ecoli inh 2.7, PKA-R2B activ -4, E coli growth -1.2, HTR5A ag ctr 2, Mot1-301 SUMO -14, AddAB inh -0.8 and Tat export inh 1.
`CCC(=O)c1ccc(OCC(O)Cn2c(C)nc3ccccc32)cc1` (stereo not given) gave PKA-R1A act 3, CDK5 p35 inh -0.1, HTR5A inv ag -30, DAGLB inh -2, phage Ecoli inh -1.2, PKA-R2B activ -10, E coli growth 1.6, HTR5A ag ctr 2, Mot1-301 SUMO 350, AddAB inh 0.9 and Tat export inh -1.
For O=C(Nc1ccc(C(=O)c2ccc(C(=O)O)c(C(=O)O)c2)cc1)c1ccccc1 the results were PKA-R1A act 9, CDK5 p35 inh -1.0, HTR5A inv ag -7, DAGLB inh 1, phage Ecoli inh -0.1, PKA-R2B activ 3, E coli growth 2.8, HTR5A ag ctr 2, Mot1-301 SUMO -7, AddAB inh 0.1 and Tat export inh 5.
For CCOC(=O)c1sc(NC(=O)CNCc2cccnc2)c(C(=O)OCC)c1C the results were PKA-R1A act 3, CDK5 p35 inh 1.6, HTR5A inv ag -8, DAGLB inh -2, phage Ecoli inh -0.4, PKA-R2B activ 13, E coli growth -2.3, HTR5A ag ctr 3, Mot1-301 SUMO 9, AddAB inh -0.8 and Tat export inh 8.
CN1C(=O)/C(=C\c2ccc(-c3ccccc3)o2)SC1=S was read as PKA-R1A act -7, CDK5 p35 inh -1.4, HTR5A inv ag -13, DAGLB inh -1, phage Ecoli inh 3.9, PKA-R2B activ 4, E coli growth 0.2, HTR5A ag ctr 6, Mot1-301 SUMO -9, AddAB inh 2.9 and Tat export inh -3.
Screening Cc1nc2c3ccccc3nc(SCC(=O)c3ccc(Cl)cc3)n2n1 returned PKA-R1A act 5, CDK5 p35 inh -0.5, HTR5A inv ag -17, DAGLB inh -5, phage Ecoli inh 2.0, PKA-R2B activ 5, E coli growth -0.9, HTR5A ag ctr -2, Mot1-301 SUMO 9, AddAB inh 1.3 and Tat export inh -5.
Screening O=C(O)CC(NC(=O)C1c2ccccc2Oc2ccccc21)c1ccc(OC2CCCC2)cc1 (stereo not given) returned PKA-R1A act -14, CDK5 p35 inh -0.8, HTR5A inv ag 0, DAGLB inh 6, phage Ecoli inh 2.3, PKA-R2B activ 6, E coli growth -1.3, HTR5A ag ctr 0, Mot1-301 SUMO -10, AddAB inh -3.5 and Tat export inh -13.
O=C(Nc1cccc(Cl)c1Cl)C1CCCO1 (stereo not given) was read as PKA-R1A act 3, CDK5 p35 inh 0.0, HTR5A inv ag -4, DAGLB inh 0, phage Ecoli inh 0.1, PKA-R2B activ -1, E coli growth 2.6, HTR5A ag ctr 1, Mot1-301 SUMO -8, AddAB inh 3.0 and Tat export inh 0.
`COc1ccc(Cl)cc1S(=O)(=O)N1CCC(C(=O)NCc2ccccn2)CC1` gave PKA-R1A act -5, CDK5 p35 inh 0.1, HTR5A inv ag 11, DAGLB inh 0, phage Ecoli inh 1.6, PKA-R2B activ -11, E coli growth 1.4, HTR5A ag ctr -4, Mot1-301 SUMO 39, AddAB inh 0.2 and Tat export inh 1.
